Mito fusion act: inhibitors of mitochondrial division or activators of mitochondrial fusion; S. cerevisiae fusion-defective mutant growth rescue, CellTiterGlo 48 h; Potency, µM (series often up to 46.1 µM), for the others: top-dose growth rescue (activation), usual class: activators; 320,000 compounds, 0.23% hits; AID 485298;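 note: potency is the fitted concentration of half-maximal effect; % of control where 0% means no effect; nearly all actives have a fitted effect of over 45% in size; temperature-sensitive fusion mutants such as fzo1-1 at 37 °C on non-fermentable ethanol glycerol medium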
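S. cerevisiae fusion-defective temperature-sensitive mutants (e.g. fzo1-1, mgm1-5) grown 48 h at 37C in YPEG (ethanol/glycerol non-fermentable) medium with 23 nl compound per well; growth rescue read as CellTiterGlo luminescence.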
Menin-MLL TR inh: menin-MLL binding inhibition, Texas Red mutant peptide | O00255 | Menin + Texas Red MLL mutant peptide, fluorescence polarization | Potency, µM (doses to about 61.6 µM), for the others: top-dose FP activity change, negative = inhibition, actives largely listed as inhibitors | 270,000 compounds, 0.23% hits; active = well fitted inhibition curve with a large enough effect in the polarisation, with a control signal flat, not every such curve was filed as active; inconclusive = small, poorly fitted or top-dose-only effect, or effect the other way, or a change in a side signal; inactive = no such curve, though single readings can be large or run the other way; the % refers to the polarisation; note: potency is the fitted concentration of half-maximal effect; % of control where 0% means no effect; many of its hits are not listed in these tables
TSHR antag: human thyrotropin receptor antagonism | P16473 | TSHR-expressing cells, TSH-stimulated cAMP HTRF, 2 h; active compounds read low | activity change, negative = inhibition, % at 11.5 µM | 330,000 compounds, 0.2% hits;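 active = activity change below a set negative limit, meaning inhibition stronger than a set level, cut at about -70% in these data; inconclusive = activity change between two set negative limits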; note: % is set by controls: 0 for no effect and ±100 for the full control effect
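Antagonism was scored as loss of TSH-driven cAMP in TSHR cells, stimulated with 4nM TSH (EC80) for 2 hours at 37 deg C and detected by homogeneous HTRF competition immunoassay.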
Eya2 inh: blocks the phosphatase activity of human Eya2; recombinant Eya2, OMFP fluorescence dephosphorylation (OMFP is methylfluorescein phosphate); 330,000 compounds, 0.006% hits; Potency, µM (titrated, usually from 76.9 µM), inactives show at the top dose activity, negative = inhibition, usual class: inhibitors; O00167; note: potency is the fitted concentration of half-maximal effect; % is set by controls: 0 for no effect and ±100 for the full control effect
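Eya2 (0.2 uM) preincubated 10 min at ambient with compound, then OMFP substrate added at 50 uM; 10 min reaction in 50 mM HEPES pH 7.5, 50 mM NaCl, 5 uM MgCl2, 0.05% BSA, 1 mM DTT. Fluorescence read at Ex 485/Em 525 nm.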
Chronic BCR inh: inhibitors of chronic active B-cell receptor signaling | AID 493014 | ABC-DLBCL IkBa-CBG/CBR reporter, luminescence ratio, 4 h | Potency, µM (series often up to 46.1 µM), for inactives: at the highest dose ratio change, negative = lower green/red ratio, actives largely listed as inhibitors | 340,000 compounds, 0.05% hits; active = well fitted inhibition curve with a large enough effect in the signal ratio, with a control signal flat, not every such curve was filed as active; inconclusive = small, poorly fitted or top-dose-only effect, or effect the other way, or a change in a side signal; the % refers to the signal ratio;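 note: potency is the fitted concentration of half-maximal effect; plate controls were basal doxycycline-induced cells for no effect and cells given 10 µM MG132 for full effect; MG132 reads +100%, hits lower the ratio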
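Cell line TMD8 (human ABC DLBCL), stably expressing tet-inducible CBG68-IkBa fusion and CBR; IMDM/0.5% FBS; cpd up to 46 uM; dox induction, 4 h, 37C/5% CO2; dual luminescence; green/red ratio; MG132 control.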
PKM2 act: PKM2 (human) enzyme activation; P14618; 260,000 compounds, 0.34% hits; purified PKM2, Kinase-Glo ATP luminescence, activation; response scale: 0% is enzyme alone, no compound; Potency, µM (top dose mostly 57.5 µM), for inactives: at the highest dose activation, most hits filed as activators; AID 1631; note: potency is the fitted concentration of half-maximal effect; % is set by controls: 0 for no effect and ±100 for the full control effect; nearly all actives have a fitted effect of over 55% in size
Target sequence (P14618 whole entry, looked up): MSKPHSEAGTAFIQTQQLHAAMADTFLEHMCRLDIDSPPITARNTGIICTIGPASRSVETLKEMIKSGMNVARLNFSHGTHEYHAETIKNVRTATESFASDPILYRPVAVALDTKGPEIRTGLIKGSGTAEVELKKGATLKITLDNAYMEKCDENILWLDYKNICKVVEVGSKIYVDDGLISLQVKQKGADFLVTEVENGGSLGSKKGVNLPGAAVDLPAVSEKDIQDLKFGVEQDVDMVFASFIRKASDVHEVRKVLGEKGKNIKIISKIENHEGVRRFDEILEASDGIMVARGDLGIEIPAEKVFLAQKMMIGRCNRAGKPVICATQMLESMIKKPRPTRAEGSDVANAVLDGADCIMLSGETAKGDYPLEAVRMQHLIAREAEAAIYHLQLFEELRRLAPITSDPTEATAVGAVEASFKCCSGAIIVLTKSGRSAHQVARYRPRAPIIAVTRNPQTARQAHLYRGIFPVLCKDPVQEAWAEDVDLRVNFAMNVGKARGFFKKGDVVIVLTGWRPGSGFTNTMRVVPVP
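hPK-M2, >95% pure; 0.1 mM ADP / 0.5 mM PEP final; imidazole pH7.2 buffer w/ 7 mM MgCl2, 50 mM KCl; 1 h RT; Kinase-Glo lum. Intermediate enzyme activity for dual inhibitor/activator qHTS.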
hERG WT inh: blocks the wildtype human KCNH2 potassium channel; U2OS, BacMam KCNH2, thallium flux FluxOr; active compounds read low; 340,000 compounds, 0.37% hits; AID 720551; activity change, % at 1.84 µM; Q12809;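 active = maximum activity change below -70%; inconclusive = maximum activity change between -70% and -50%; inactive = maximum activity change above -50%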; note: % is set by controls: 0 for no effect and ±100 for the full control effect
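U2OS cells were transduced with wild-type KCNH2 virus (2.03 x 10^8 / mL) for 4 h at room temperature, then cultured overnight at 37 C. Thallium flux was read with FluxOr dye. Rate constants were normalized to DMSO controls.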
USP2a inh: USP2a (human) protease inhibition | O75604 | USP2 core, Ub-CHOP2 coupled fluorogenic reporter, 485/531 | Potency, µM (doses to about 38.3 µM), for the others: top-dose activity change, negative = inhibition, hits mostly inhibitors | 330,000 compounds, 0.01% hits | AID 463254;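 note: potency is the fitted concentration of half-maximal effect; plate controls were DMSO wells for no effect and full inhibition by NEM control for full effect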
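Cell-free coupled assay: 10nM USP2 core preincubated 30min RT with compound in Tris-HCl pH 8.0/CaCl2/CHAPS buffer, then 25nM Ub-CHOP2 and 25nM reporter substrate; fluorescence (Ex 485/Em 531) read after 60min RT, normalized to NEM inhibition, concentration-response curves fitted.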
MBNL1-CUG inh: MBNL1-poly(CUG) RNA binding inhibition | Q9NR56 | TR-FRET MBNL1-His/biotin-(CUG)12 binding, 665/545 ratio | Potency, µM (series often up to 57.5 µM), for inactives: at the highest dose activity change, negative = inhibition, most hits filed as inhibitors | 280,000 compounds, 0.036% hits | AID 2675; active = well fitted inhibition curve with a large enough effect in the signal ratio, with a control signal flat, not every such curve was filed as active; inconclusive = small, poorly fitted or top-dose-only effect, or effect the other way, or a change in a side signal; inactive = no such curve, though single readings can be large or run the other way; the % refers to the signal ratio; note: potency is the fitted concentration of half-maximal effect; % is set by controls: 0 for no effect and ±100 for the full control effect
Target sequence (Q9NR56 whole entry, looked up): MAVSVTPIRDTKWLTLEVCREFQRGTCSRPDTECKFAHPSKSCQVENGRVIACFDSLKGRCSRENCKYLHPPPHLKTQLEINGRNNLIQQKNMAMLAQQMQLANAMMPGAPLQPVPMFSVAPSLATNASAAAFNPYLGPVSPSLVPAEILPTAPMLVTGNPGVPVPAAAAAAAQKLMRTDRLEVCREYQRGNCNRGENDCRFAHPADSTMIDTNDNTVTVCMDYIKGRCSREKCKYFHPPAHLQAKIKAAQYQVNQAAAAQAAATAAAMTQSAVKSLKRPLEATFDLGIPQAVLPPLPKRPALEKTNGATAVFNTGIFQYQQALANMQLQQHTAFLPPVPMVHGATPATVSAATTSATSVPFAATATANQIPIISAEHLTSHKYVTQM
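Compounds (final 92 nM to 58 uM) are added to His-tagged MBNL1 and biotin-(CUG)12, then terbium anti-His antibody and streptavidin-XL665 (5 nM final). After 60 min at room temperature, the 665/545 nm ratio is read.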
GALK inhibitor: galactokinase (human) inhibition; AID 1868; 270,000 compounds, 0.007% hits; Purified GALK, Kinase-Glo residual ATP luminescence; Potency, µM (titrated, usually from 57.5 µM), for the others: at the highest dose activity change, negative = inhibition, usual class: inhibitors; note: potency is the fitted concentration of half-maximal effect; % is set by controls: 0 for no effect and ±100 for the full control effect
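ATP-depletion format; final 35 uM ATP, 100 uM D-galactose, 5 nM enzyme; pH 8.0 HEPES/Mg2+ buffer; 60 min RT; luminescence read 10 min after detection reagent.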
ASM inhibitor: human S-ASM enzyme inhibition; P17405; placental ASM, HMU-PC fluorogenic substrate, 60 min; Potency, µM (doses to about 57.5 µM), for the others: top-dose activity change, negative = inhibition, hits mostly inhibitors; 340,000 compounds, 0.006% hits; note: potency is the fitted concentration of half-maximal effect
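Human placenta-derived ASM enzyme was preincubated with compound for 10 minutes at room temperature, then given fluorogenic substrate HMU-PC0 (9 uM final) for 60 minutes at 37 °C; a pH 10 stop preceded fluorescence reading at Ex 386/Em 447 nm.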
* hit, by the source's call; ? = inconclusive; / = no result given; & = joins results of further samples; [ ] = dose if it differs, or a comment. Unless noted, calls come from the whole dose curve; as a rule, active = well fitted curve in the direction sought with a large enough effect; inconclusive = small, poorly fitted or top-dose-only effect, or another doubt; inactive = no such curve, though single readings can be large; an effect the other way counts as inactive or inconclusive.

Second line of a record – Mito fusion act	Menin-MLL TR inh	TSHR antag	Eya2 inh	Chronic BCR inh	PKM2 act	hERG WT inh	USP2a inh	MBNL1-CUG inh	GALK inhibitor	ASM inhibitor
1	CC(=O)C1=NN(c2ccccc2)C2(S1)S/C(=C\c1ccccc1)C(=O)N2c1ccccc1 (stereo not drawn)
    -5%	6%	-15	-15%	?	1%	5	3%	0%	-2%	0%
2	COc1cc(OC)c(-c2nc3cnccc3n2C)cc1OC
    3%	2%	2	7%	-4%	-2%	5	8%	-2%	-1%	4%
3	COc1ccccc1N1CCN(C(=O)c2cc3c(=O)n4ccccc4nc3s2)CC1
    -6%	/	3	-8%	?	/	-10	2%	/	/	238%[activator]
4	COc1ccc(CN2C(=O)[C@@H]3C(c4ccc(F)cc4)=NO[C@@H]3C2=O)cc1
    -5%	13%	-3	-22%	2%	0%	10	1%	-9%	1%	-10%
5	COC(=O)C(C)Oc1ccc2c(c1)O/C(=C\c1ccco1)C2=O (stereo not drawn)
    3%	?	-4	-8%	1%	/	7	1%	?	1%	63%[activator]
6	CN(C)c1nnnn1-c1ccc(Oc2ccccc2)cc1
    7%	?	-2	5%	-1%	-2%	0	2%	/	-3%	0%
7	Nc1c(C=C2C=CC(=O)C=C2)c(=O)nc2snc(SCc3ccccc3)n12
    -8%	/	-3	2%	?	-3%	-14	-3%	-6%	-7%	?
8	COC(=O)c1ccccc1NC(=S)N(Cc1ccc2c(c1)OCO2)Cc1cc2cc(C)ccc2[nH]c1=O
    4%	-19%	-1	-23%	-12%	-11%	-1	0%	17%	-1%	-8%
9	COc1ccc(-n2cc(-c3ccccc3)c3c(=S)nc[nH]c32)cc1
    -29%	?	1	-15%	3%	-8%[0.46 µM]	-2	2%	76%[activator]	0%	-1%
10	NC(N)=NC(=O)c1nc(Cl)c(N2CCCCCC2)nc1N
    17%&1%	?	-12&0	-3%&-4%	15%	/	7	1%	?	/	162%[activator]

Random excerpt: 4 records from the list.
Second line of a record – Mito fusion act	Menin-MLL TR inh	TSHR antag	Eya2 inh	Chronic BCR inh	PKM2 act	hERG WT inh	USP2a inh	MBNL1-CUG inh	GALK inhibitor	ASM inhibitor
6	CN(C)c1nnnn1-c1ccc(Oc2ccccc2)cc1
    7%	?	-2	5%	-1%	-2%	0	2%	/	-3%	0%
5	COC(=O)C(C)Oc1ccc2c(c1)O/C(=C\c1ccco1)C2=O (stereo not drawn)
    3%	?	-4	-8%	1%	/	7	1%	?	1%	63%[activator]
2	COc1cc(OC)c(-c2nc3cnccc3n2C)cc1OC
    3%	2%	2	7%	-4%	-2%	5	8%	-2%	-1%	4%
4	COc1ccc(CN2C(=O)[C@@H]3C(c4ccc(F)cc4)=NO[C@@H]3C2=O)cc1
    -5%	13%	-3	-22%	2%	0%	10	1%	-9%	1%	-10%

(cont.)
Second line of a record – Mito fusion act	Menin-MLL TR inh	TSHR antag	Eya2 inh	Chronic BCR inh	PKM2 act	hERG WT inh	USP2a inh	MBNL1-CUG inh	GALK inhibitor	ASM inhibitor
11	COc1ccc(-c2csc(Nc3ccc(S(N)(=O)=O)cc3)n2)cc1OC
    -3%	?	-20	-3%	?	3%	4	1%	?	4%	1%
12	COc1ccccc1N1CCN(S(=O)(=O)c2c(C)[nH]c(=O)[nH]c2=O)CC1
    -5%	-9%	3	0%	0%	-2%	16	0%	-5%	9%	0%
13	Cc1cc(-c2nn3c(-c4ccccc4)nnc3s2)c2ccccc2n1
    6%	14%	-5	2%	-7%	3%	-10	2%	?	2%	1%
14	CN1CCN(C(=O)C2CC(c3ccc(F)cc3)=NO2)CC1 (stereo not drawn)
    -2%	-3%	-13	5%	10%	2%	6	2%	-21%	2%	-3%
15	CCCNC(=O)Cn1cnc2sc(C(=O)Nc3cc(OC)c(OC)c(OC)c3)c(C)c2c1=O
    -1%	-8%	-10	11%	1%	-5%	-3	5%	-3%	-1%	-2%
16	CCOc1ccccc1NC(=O)c1ccc(CN2CCc3ccccc3C2)cc1
    2%	?	-3	13%	-3%	0%	-5	0%	-8%	0%	-2%
17	O=C(CN1c2cccc3cccc(c23)S1(=O)=O)N1CCOCC1
    6%	1%	-4	5%	?	-6%	-22	3%	11%	7%	38%[activator]
18	CCSc1nc2c([nH]c3ccccc32)c(=O)n1C
    3%	1%	9	1%	?	-3%	9	-1%	1%	2%	-5%
19	CC1CCCCC1NS(=O)(=O)CCNC(=O)c1ccc2c(c1)OCO2 (stereo not drawn)
    7%	/	0	30%	-1%	/	3	4%	/	/	/
20	COc1ccc(C2C(C(=O)N3CCOCC3)CCC(=O)N2c2ccc(OC)cc2)cc1 (stereo not drawn)
    1%	9%	18	14%	17%	-16%	8	1%	-4%	0%	1%
21	COc1ccc(N2CCN(C(=O)CCc3ccccc3)CC2)cc1
    9%	-29%	7	16%	1%	/	5	-3%	7%	3%	5%
22	CCOC(=O)N1CCN(C(=O)c2ccc3nc(C)sc3c2)CC1
    -6%	-1%	-8	-9%	3%	2%	1	3%	-4%	1%	-1%
23	CC(C)CN(CC(C)C)S(=O)(=O)c1cc([N+](=O)[O-])ccc1N1CCCCCC1
    -4%	-19%	-28	-10%	?	1%	5	2%	-2%	-1%	-4%
24	O=C(COC(=O)c1ccc(S(=O)(=O)NCc2ccco2)cc1)Nc1ncc(Cl)cc1Cl
    -8%	-28%	8	6%	1%	4%	-4	1%	-2%	-1%	-3%
25	Cc1ccc(-n2c(C)nc3oc4ccccc4c(=O)c3c2=O)cc1
    ?	-9%	7	11%	?	-3%	-8	0%	36%[activator]	1%	-1%
26	O=C(c1cccs1)N1CCn2c1nc1ccccc12
    0%	1%	-5	25%	0%	-24%	5	1%	10%	4%	0%
27	CCN(CC)S(=O)(=O)c1cc(NC(=O)COC(=O)CCC(=O)c2ccc(F)cc2)ccc1C
    1%	10%	4	-2%	?	-4%	-3	0%	-13%	1%	-4%
28	O=C(Nc1cccc(S(=O)(=O)N2CCOCC2)c1)c1cnccn1
    -1%	-14%	2	17%	9%	?	2	2%	3%	13%	3%
29	O=C(CCc1ccccn1)N1CCCC(Nc2ccc(F)cc2)C1 (stereo not drawn)
    3%	/	46	2%	0%	/	-11	-2%	-7%	1%	3%
30	O=C(NCCO)C(F)(F)C(F)(F)C(F)(F)OC(F)(C(=O)NCCO)C(F)(F)F (stereo not drawn)
    -1%	-1%	4	9%	16%	2%	-19	-7%	-3%	4%	1%
31	Fc1ccccc1Cc1noc(CN(Cc2ccccn2)CC2CCCO2)n1 (stereo not drawn)
    -10%	2%	7	9%	0%	-3%	-9	8%	-1%	-4%	0%
32	C=CCn1cccc(C(=O)Nc2ccc(F)cc2)c1=O
    7%	12%	-5	-10%	3%	/	0	-1%	-1%	6%	0%
33	C[n+]1c(/C=C/c2ccc(O)cc2)ccc2ccccc21
    26%	-2%	-22	-10%	9%	/	4	-4%	?	-1%	-11%
34	O=C1C=CC(=O)N1c1ccc(Sc2ccc([N+](=O)[O-])cc2)cc1
    1%	/	-4	-13%	3%	32µM*	/	-1%	?	8%	/
35	Cc1nn(C)cc1CNC(=O)C1C2CCC(O2)C1C(=O)O (stereo not drawn)
    2%	0%	9	1%	-2%	-1%	/	3%	2%	0%	/
36	O=C(NCc1ccccc1)N1CCn2c(nc3ccccc32)C1
    2%	-28%	14	1%	5%	-12%	-11	-1%	-11%	1%	-1%
37	CCCC(=O)Nc1cc(=O)n(C)c(=O)n1C
    2%	-2%[11.7 µM]	11	-8%	0%	14%	2	-2%	-3%	2%	-1%

Screening results from PubChem BioAssay.

Not all compounds are listed; rates above refer to the full screens.
